TRPC6 act: mouse TRPC6 channel activation | HEK293-TRPC6 membrane potential dye fluorescence; stronger effect = higher value | AID 2550 | 310,000 tested, 0.13% active | B-score at 10 µM;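 active = B-score of the integrated fluorescence ratio above library mean plus 3 SD, and starting fluorescence ratio within library mean plus 5 SD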;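 note: higher score means more depolarization so channel activation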
TRPC6 inh: mouse TRPC6 channel inhibition; HEK293-TRPC6, membrane potential dye, ACh-evoked depolarization; stronger effect = lower value; B-score at 10 µM; 310,000 tested, 1.1% active;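 active = B-score under library mean minus 3 SD, initial fluorescence not abnormally high, positive integrated signal ratio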;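 note: B-score derived from integrated fluorescence ratio over the kinetic read; more negative B-score means stronger inhibition of depolarization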
TRPC4 act: opens the mouse TRPC4 cation channel. B-score at 10 µM. Q9QUQ5. 310,000 tested, 0.49% active. HEK293 TRPC4beta/mu-opioid, Fluo4 calcium fluorescence; stronger effect = higher value;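 active = B-score above 5 SD of library B-scores, and initial fluorescence ratio not above library mean plus 5 SD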;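 note: positive B-score marks a calcium rise read as TRPC4 activation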
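Assay system – TRPC4beta and mu-opioid receptor HEK293 stable cells · Measured by – Fluo4 fluorescence, kinetic · Schedule – dye loading 45 min room temperature, 110 s kinetic read · Read-out – B-scored integrated calcium fluorescence ratio · Controls – buffer and maximal DAMGO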
TRPC4 inh: blocks the mouse TRPC4 cation channel; 300,000 tested, 0.39% active; HEK293 TRPC4beta/mu-opioid, DAMGO-evoked Fluo4 calcium flux; stronger effect = lower value; B-score at 10 µM; Q9QUQ5;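 active = B-score over 3 SD under the library average, no early fluorescence shift, positive overall ratio signal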
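test system = HEK293 cells with stable TRPC4beta plus mu-opioid receptor expression | detection = Fluo4 Ca2+ flux fluorescence | read-out = integrated fluorescence ratio relative to baseline, converted to per-well B score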
MrgX1 allo act: allosterically activates human MrgX1 receptor signaling | B-score at 10 µM | AID 588675 | MrgX1-HEK293, Fluo-4 calcium flux, FDSS; stronger effect = higher value | 310,000 tested, 0.63% active;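 active = plate-corrected calcium response at least 3 library SD above typical, normal starting fluorescence, not activating the receptor alone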;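 note: compound read alongside a low EC10 to EC30 dose of BAM8-22 agonist; peak minus trough fluorescence over baseline measured at the second addition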
Target sequence (Q96LB2 whole entry, looked up): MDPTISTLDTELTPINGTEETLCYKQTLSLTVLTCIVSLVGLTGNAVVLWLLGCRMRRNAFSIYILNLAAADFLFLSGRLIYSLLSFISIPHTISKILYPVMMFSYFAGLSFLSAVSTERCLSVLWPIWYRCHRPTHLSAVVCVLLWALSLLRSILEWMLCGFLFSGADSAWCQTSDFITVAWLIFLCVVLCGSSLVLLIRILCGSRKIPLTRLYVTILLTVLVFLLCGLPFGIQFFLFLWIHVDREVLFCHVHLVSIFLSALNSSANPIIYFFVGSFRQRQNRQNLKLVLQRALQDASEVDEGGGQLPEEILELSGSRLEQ
MrgX1 antag: blocks BAM8-22 activation of human MrgX1 receptor; MRGX1-HEK293 calcium flux, Fluo-4, BAM8-22 antagonism; stronger effect = lower value; 310,000 tested, 1.3% active; B-score at 10 µM; Q96LB2; AID 588676;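 active = calcium-response B-score plate-corrected more than 3 library SD below zero, starting fluorescence within 5 deviations, no agonist response on first addition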;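 note: peak minus trough fluorescence over baseline after final BAM8-22 challenge near maximal dose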
TRPC4 PAM: allosterically enhances the mouse TRPC4 cation channel. HEK293 TRPC4beta/mu-opioid, DAMGO EC20, Fluo-4 Ca2+ flux; stronger effect = higher value. 310,000 tested, 0.42% active. Q9QUQ5. B-score at 10 µM;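 active = B-score of calcium response area above 5 SD of library B-scores, with initial fluorescence ratio within 5 SD of library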;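 note: B-score of integrated fluorescence ratio over time as area under calcium response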
PolyA inhibitor: inhibitors of polyadenylation in S. cerevisiae; 300,000 tested, 0.02% active; S. cerevisiae SKY197-pL101 polyadenylation reporter, beta-gal luminescence; efflux-impaired pdr1/pdr3 knockout yeast; score 100 = 6 SD above DMSO; AID 1875; calls only at 12 µM;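 active = lowest replicate activity score at least 50, where 100 means six control SD above control mean; inconclusive = lowest score under 50 but half or more replicates reach 50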;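 note: yeast exposed to compound for 9 h at 30 °C; higher score means more reporter readthrough which indicates perturbed polyadenylation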
HIF act: HIF pathway transcriptional activation | AID 1910 | activation, % at 7.5 µM (by protocol) | 300,000 tested, 0.32% active | U2OS HRE-luciferase reporter, luminescence; normalized: DMSO 0%, desferrioxamine 100%;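 active = mean activation of at least 10% of the iron chelator positive control signal, with at least half of replicates also reaching 10%; inconclusive = mean and replicate majority disagree about reaching 10%; inactive = mean and most replicates under 10%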
AI-2 QS modul: modulators of Vibrio harveyi AI-2 quorum sensing system; Vibrio harveyi JMH597 AI-2 luminescence/OD600 ratio, 9 h; stronger effect = lower value; strain lacks LuxN and CqsS sensors; 0 = neutral-control median; activity change, % at 7.5 µM; 300,000 tested, 0.4% active; AID 2094; in the data active = activity change below about -75%, passing the limit was not always enough; inconclusive = no clear call, values can overlap the other calls;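 note: luminescence divided by OD600 gain over 9 h not by final OD600 alone; inactives centre near 13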
MrgX1 ag: activates human MrgX1 receptor signaling | Q96LB2 | MrgX1-HEK293 cells, Fluo-4 calcium fluorescence, agonist mode; stronger effect = higher value | B-score at 10 µM | 310,000 tested, 0.44% active | AID 588627;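 active = calcium response B-score plate-corrected fluorescence ratio at least 3 library SD, with starting fluorescence B-score inside 5 SD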
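System: HEK293 cells stably expressing human MrgX1 receptor; Dosing: test compound in the initial addition of three; Schedule: overnight plating, then 30 min 37 °C plus 30 min room-temperature dye loading; Detection: kinetic calcium dye fluorescence, Fluo-4 NW; Controls: per-plate positive and negative controls for Z′ factor.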
* hit, by the source's call; i = inactive; ? = inconclusive; . = no result given. Some of the compounds tested. The share of hits here may be higher or lower than overall.

Every second line gives: TRPC6 act	TRPC6 inh	TRPC4 act	TRPC4 inh	MrgX1 allo act	MrgX1 antag	TRPC4 PAM	PolyA inhibitor	HIF act	AI-2 QS modul	MrgX1 ag
CCCCSc1nnc(-c2cc(Br)ccc2N)c(=O)[nH]1
 : i	i	i	i	i	i	i	i	-0.3	16.9	i
O=C(O)CCC(=O)Nc1nc(-c2ccccc2)cs1
 : i	i	i	.	i	i	i	i	-0.1	32.4	i
CC1(C)NC(=O)N(Cc2cc(=O)n3ccsc3n2)C1=O
 : i	i	i	i	i	i	i	i	0.1	8.9	i
COc1ccc(N(C)C(=O)c2cn(CC(C)C)c(=O)c3cc(OC)c(OC)cc23)cc1
 : i	i	i	i	i	i	i	i	-0.2	14.4	i
Clc1ccc2c(c1)c1ccccc1n2CN1CCOCC1
 : i	i	i	i	i	i	i	i	-0.3	-2.5	i
COc1ccc(C2=NN(C(N)=S)C(c3ccco3)C2)cc1 (stereo not given)
 : i	i	i	i	i	i	i	i	-2.1	-4.4	i
CCOC(=O)C1CCN(S(=O)(=O)c2ccc(C(C)(C)C)cc2)CC1
 : i	i	i	i	i	i	i	i	-0.4	14.4	i
COc1ccc(CNC(=S)Nc2ccccc2Cl)cc1
 : i	i	i	i	i	i	i	i	-0.4	-2.9	i
CSc1ncccc1C(=O)NC(C)C1CC2CCC1C2 (stereo not given)
 : i	i	i	i	i	i	i	i	-0.2	8.1	i
O=[N+]([O-])c1ccc(NCCOc2ccccc2Cl)nc1
 : i	i	i	i	i	i	i	i	0.8	-9.5	i
CCOc1ccc(NC(=O)CCCc2cc(-c3ccc(OCC)cc3)on2)cc1
 : i	i	i	i	i	i	i	i	-0.2	17.3	i
COc1cc(NC(=O)Cn2nc(C(F)(F)F)c3c2CCCC3)cc(OC)c1OC
 : i	i	i	i	i	i	i	i	-0.2	14.5	i
COc1ccc(-n2cnnc2SCc2ncc(-c3ccccc3)o2)cc1
 : i	i	i	i	i	i	i	i	3.2	-5.0	i
Cc1cc(C)c(C#N)c(SCC(=O)c2cccs2)n1
 : i	i	i	i	i	i	i	i	1.9	26.4	i
CN(C)CCCN(C(=O)c1ccc(S(=O)(=O)N2CCc3ccccc32)cc1)c1nc2ccc(Cl)cc2s1
 : i	i	i	i	i	i	i	i	-0.4	19.7	i
COc1ccc(N2CC(O)=C(c3nc(-c4ccc(F)cc4)cs3)C2=N)cc1Cl
 : i	i	i	i	i	i	i	i	-0.2	16.1	i
CC1(C)OC(=O)C(=NNc2ccc(C(=O)O)cc2)C(=O)O1
 : i	i	i	i	i	i	i	i	-0.3	29.0	i
O=C(NCCNCCO)c1c(O)c2cccc3c2n(c1=O)CCC3
 : i	i	i	i	i	i	i	i	-0.7	14.1	i
COc1ccc(S(=O)(=O)Nc2c(NC3CCCCC3)c3ccccc3oc2=O)cc1OC
 : i	i	i	i	i	i	i	i	-0.3	17.3	i
O=C1C2(c3ccccc3)CN(CCCO)CC1(c1ccccc1)CN(CCCO)C2
 : i	i	i	i	i	i	i	i	-0.2	10.1	i
O=C1CCCCN1CCCC(=O)N1CCCC(Nc2ccccc2)C1 (stereo not given)
 : i	i	i	i	i	i	i	i	-0.5	4.3	i
CCCCOc1ccc(N2C(=O)CC(NCc3ccncc3)C2=O)cc1 (stereo not given)
 : i	i	i	i	i	i	i	i	0.0	-1.0	i
COc1cccc(OCc2nc3c4cnn(-c5ccccc5)c4ncn3n2)c1
 : i	i	i	i	i	i	i	i	.	13.2	i
COC(=O)N/N=C(\C)c1ccc(C)c([N+](=O)[O-])c1
 : i	i	i	i	i	i	i	i	0.0	-2.6	i
CCNc1ccc(C(=O)OCC(=O)NCCN2C(=O)CSC2=O)cc1[N+](=O)[O-]
 : i	i	i	i	i	i	i	i	-0.7	29.9	i
CCOC(=O)c1cc(C(=O)OCC)cc(-n2c(C)cc(C(=O)CN3CCOCC3)c2C)c1
 : i	i	i	i	i	i	i	i	-0.2	-3.7	i
O=S1(=O)C=C(SCc2cccc(Cl)c2)Nc2ccccc21
 : i	i	i	i	i	i	i	i	-0.1	12.8	i
COc1ccc(NC(=S)NC(=O)CC(C)C)c(OC)c1
 : i	i	i	i	i	i	i	i	0.9	0.3	i
CCOc1ccc(CCNC(=O)C2CCCN(c3ncnc4c3nc3n4CCCCC3)C2)cc1 (stereo not given)
 : i	i	i	i	i	i	i	i	0.3	5.8	i
COc1ccc(CCNC(=O)CSc2cc(=O)[nH]c(N)n2)cc1OC
 : i	i	i	i	i	i	i	i	-0.1	1.9	i
COc1ccccc1/C=N/OCc1ccc(C#N)cc1
 : i	i	i	i	i	i	i	i	-1.5	24.6	i
Cc1ccc(CNC(=O)C(NS(=O)(=O)c2ccc3nc(C)sc3c2)C(C)C)cc1 (stereo not given)
 : i	i	i	i	i	i	i	i	.	9.2	i
CCSc1nsc(NC(=O)Nc2cccc(C(C)=O)c2)n1
 : i	i	i	i	i	-6.91*	i	i	4.7	?	i
Cc1ccc2nc(-c3ccccc3O)c(Nc3ccc4c(c3)OCCO4)n2c1
 : i	i	i	i	i	i	i	i	-8.1	-0.7	i
O=C(Nn1c(-c2ccc(F)cc2)nc2ccccc2c1=O)C1CCCCC1
 : i	i	i	i	i	i	i	i	.	11.8	i
COC(=O)CNC(=O)Cn1nc(C)c([N+](=O)[O-])c1C
 : i	i	i	i	11.7*	i	i	i	-0.3	12.5	i
CN(C)c1cc[n+](Cc2c(Cl)cccc2Cl)cc1
 : i	i	i	i	i	i	i	i	-0.5	9.9	i
COc1cc(C2/C(=C(\O)c3ccc4c(c3)OCCO4)C(=O)C(=O)N2CCN2CCOCC2)cc(OC)c1OC (stereo not given)
 : i	i	i	i	i	i	i	i	-0.3	20.1	i
CC(=O)Nc1c(C(=O)N2CCCCCC2)cnn1-c1ccccc1Cl
 : i	i	i	i	i	i	i	i	3.9	4.0	i
Cc1cc(C)nc(SCCC(=O)Nc2ccc(F)cc2)n1
 : i	i	i	i	i	i	i	i	-0.2	30.6	i
Cc1cc(NC(=O)CCC(=O)NNC(=O)c2ccc(C(C)(C)C)cc2)no1
 : i	i	i	i	i	i	i	i	0.6	-61.2	i
O=C(C1CCCO1)N1N=C(c2ccc(Br)cc2)CC1c1ccco1 (stereo not given)
 : i	i	i	i	i	i	i	i	-0.6	23.3	i
O=C(CN1CCN(c2ncc(C(F)(F)F)cc2Cl)CC1)N1CCN(c2ncc(C(F)(F)F)cc2Cl)CC1
 : i	i	93*	i	i	i	i	i	4.9	19.3	i
Clc1ccc(C2[C@H]3CN(Cc4ccc(-c5ccccc5)cc4)[C@H](c4ccccc4)C34CC2(c2cccnc2)C4)cn1 (stereo not given in full)
 : i	i	i	i	.	.	i	i	-0.5	1.9	.
COC(=O)C1=C(C)N(Cc2ccco2)C(=O)N[C@H]1c1ccc(Br)cc1
 : i	i	i	i	i	i	i	i	0.5	5.1	i
CCCCC(O)(CCCC)C(=O)NN(C(=O)CCl)c1ccccc1
 : i	i	i	i	i	i	i	i	-3.2	15.3	i
CC(C)CC(=O)NNC(=O)c1ccc(Cl)cc1
 : i	i	i	i	i	i	i	.	-0.3	9.4	i
COc1ccc(/C=N/Nc2ncc(C(F)(F)F)cc2Cl)c(OC)c1OC
 : i	i	i	i	i	i	i	i	0.4	32.0	i
CC(=O)N1CCOc2cc(S(=O)(=O)N3CCN(c4ccccc4)CC3)c(Cl)cc21
 : i	i	i	i	i	i	i	i	-0.4	5.7	i
CCN(c1ccccc1)S(=O)(=O)c1ccc(Cl)c(NC(=O)COC(=O)C2CC2C)c1 (stereo not given)
 : i	i	i	i	i	i	i	i	-0.1	11.0	i
CCOC(=O)COc1cccc2c(=O)n(CC(=O)NCCc3ccccc3)ccc12
 : i	i	i	i	i	i	i	i	-0.4	3.4	i
O=C(COc1ccc(F)cc1)Nc1nnc(C2CCCCC2)s1
 : i	i	i	i	i	i	i	i	0.0	-5.1	i
CC(NC(=O)CCC(=O)NC(C)C1COc2ccccc2O1)C1COc2ccccc2O1 (stereo not given)
 : i	i	i	i	i	i	i	i	-0.1	14.1	i
O=C(C(=O)N1CCCC1)c1c[nH]c2ccccc12
 : i	i	i	i	i	i	i	i	-0.4	9.9	i
CCOC(=O)COc1nc(C)c(Br)c(OC)n1
 : i	i	i	i	i	i	i	i	.	-0.5	i
CCOC(=O)C(=Cc1ccc(OCc2ccc([N+](=O)[O-])cc2)c(OC)c1)C(=O)OCC
 : i	i	i	i	i	i	i	i	11.0*	24.7	i
COC(C(=O)Nc1ccc(Cl)cc1C)c1ccccc1 (stereo not given)
 : i	i	i	i	i	i	i	i	0.0	-6.4	i
CCOC(=O)/C(=C/Nc1ccc(F)c(F)c1)[N+](=O)[O-]
 : i	i	i	i	i	i	i	i	1.8	-0.3	i
S=C1NCN(Cc2ccccc2)CN1
 : i	i	i	i	i	i	i	i	.	20.7	i
Cc1cc(=O)oc2c(C)c(OCC(=O)NCC3CCC(C(=O)O)CC3)ccc12 (stereo not given)
 : i	i	i	i	i	i	i	i	0.0	77.5	i

Later entries
Every second line gives: TRPC6 act	TRPC6 inh	TRPC4 act	TRPC4 inh	MrgX1 allo act	MrgX1 antag	TRPC4 PAM	PolyA inhibitor	HIF act	AI-2 QS modul	MrgX1 ag
O=C(COc1cc(Cl)c(Cl)cc1Cl)NC(=O)Nc1ccc2c(c1)OCCO2
 : i	i	i	i	i	i	i	i	0.6	26.6	i
COc1ccc(C[C@H]2CN3C(=NC[C@@H]3Cc3ccccc3)N2CCNC(=O)c2ccc(C)c(Br)c2)cc1
 : i	i	48*	i	i	i	i	i	-0.1	27.4	i
C#CCOCCOCCOCCNc1nc(N2CCN(C(=O)CCCCCCCCCCNC(=O)[C@H](CO)n3cc(CCCSC)nn3)CC2)nc(N2CCN(C(=O)CCCCCCCCCCNC(=O)[C@H](CO)n3cc(CCCSC)nn3)CC2)n1
 : .	.	.	.	i	i	.	i	-4.6	-0.8	i
O=C(CNc1ccccc1)N/N=C/c1cn(-c2ccccc2)nc1-c1ccccc1
 : i	i	i	i	i	i	i	i	1.4	21.8	i
